CHRM5 PAM: human M5 muscarinic receptor positive allosteric modulators, primary screen, CHO-K1 cells, Fluo-8 calcium fluorescence | Muscarinic acetylcholine receptor M5 (Homo sapiens), P08912 | CHO-K1 hM5, ACh EC20 PAM; 0% = ACh EC20, 100% = ACh EC100 | activation, % at 3 µM | 360,000 compounds, 0.3% hits;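 active means activation above the run cutoff, the mean activation of all test compounds plus 3 SD, cut at about 18% in these data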
Target sequence (P08912 whole entry, looked up): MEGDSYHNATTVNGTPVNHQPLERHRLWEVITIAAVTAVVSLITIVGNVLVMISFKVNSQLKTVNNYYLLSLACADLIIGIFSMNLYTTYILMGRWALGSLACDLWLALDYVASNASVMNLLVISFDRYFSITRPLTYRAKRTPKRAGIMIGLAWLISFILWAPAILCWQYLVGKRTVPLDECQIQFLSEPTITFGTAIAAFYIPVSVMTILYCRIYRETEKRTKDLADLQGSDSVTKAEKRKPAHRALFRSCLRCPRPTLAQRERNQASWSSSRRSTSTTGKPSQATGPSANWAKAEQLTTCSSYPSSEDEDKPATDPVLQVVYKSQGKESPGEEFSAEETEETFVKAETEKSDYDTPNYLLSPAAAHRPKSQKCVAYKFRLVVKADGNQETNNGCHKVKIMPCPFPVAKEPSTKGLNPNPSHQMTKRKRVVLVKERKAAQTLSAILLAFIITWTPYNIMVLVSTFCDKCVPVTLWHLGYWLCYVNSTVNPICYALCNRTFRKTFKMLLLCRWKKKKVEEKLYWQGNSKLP
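Measured by: Fluo-8 calcium fluorescence; material: human M5 receptor in CHO-K1 cells; schedule: Post-acetylcholine fluorescence recording 140 s; benchmarks: low control EC20 acetylcholine (0%), high control EC100 acetylcholine (100%); read-out: Max/basal fluorescence ratio as % of EC20–EC100 ACh window; compound: single dose, 3 µM nominal final test concentration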
M5 antag: human M5 muscarinic receptor antagonists, primary screen, CHO cells, Fluo-8 calcium fluorescence; CHO-hM5 cells, ACh EC80; inhibition, % at 3 µM; 360,000 compounds, 0.59% hits;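 active means inhibition above a per-plate cutoff, the mean of that plate's test compounds plus 3 SD, cut at about 27% in these data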;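 further: 0% = acetylcholine EC80 with DMSO and 100% = DMSO without agonist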
CRFR2-BP antag: antagonists of CRF-BP/CRF-R2 complex, primary screen, cell-based, HEK293, calcium dye fluorescence, uHTS | CRF-induced calcium fluorescence | inhibition, % at 11.8 µM | 350,000 compounds, 0.59% hits | AID 588475, 2011;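 active means inhibition of the ligand-induced calcium signal above about 50% at the single tested concentration, limit read from the data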
CRFBP-R2 agonist: agonists of CRF-BP/CRF-R2 complex, primary screen, cell-based, HEK293, calcium dye fluorescence, uHTS; CRF-binding protein / CRF receptor 2 complex (human); calcium dye fluorescence (FLIPR); percent of saturating CRF peptide response; activation, % at 13.2 µM; 350,000 compounds, 0.46% hits;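 active means activation of at least 50%, plus an integration ratio under a set limit after plate pattern correction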;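 further: plate controls were neutral control wells without compound for no effect and CRF at EC100 for full effect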
TAAR1 antagonist: human TAAR1 antagonists, primary screen, Fluo-8 calcium fluorescence, CHO RD-HGA16 cells | antagonist | AID 624466, 2012 | inhibition, % at 3 µM | 360,000 compounds, 1.5% hits;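 active means inhibition above a per-plate cutoff, the mean inhibition of test compounds on that plate plus 3 SD, cut at about 49% in these data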;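 further: 0% = DMSO plus EC80 beta-PEA response and 100% = DMSO alone without agonist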
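Material: CHO RD-HGA16 cells bearing hTAAR1; compound dosing: one-point dosing, 3 µM nominal final; schedule: dye loading 75 min at 37 °C, then 30 min room temperature; measured by: calcium fluorescence with Fluo-8; control set: vehicle and agonist controls; replication: n of 1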
M1 PAM parental: nonselective calcium activators in parental CHO-K1 cells, primary screen, counter-screen for M1 PAM project, cell-based, Fluo-8 calcium fluorescence, full deck, 1536-well. ATP EC20; 0% at ATP EC20, 100% at ATP max. activation, % at 3 µM. 360,000 compounds, 0.02% hits. AID 602247, 2012;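 active means activation above the run cutoff, the mean activation of all test compounds plus 3 SD, cut at about 40% in these data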;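 further: peak over basal fluorescence ratio in a 140 s read after ATP addition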
M5 ag: human M5 muscarinic receptor agonists, primary screen, CHO-K1 cells, Fluo-8 calcium fluorescence | Muscarinic acetylcholine receptor M5 (Homo sapiens), P08912 | CHO-K1 hM5 cells; 0% DMSO wells, 100% maximal acetylcholine response | activation, % at 3 µM | 360,000 compounds, 0.19% hits | AID 624037, 2012;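 active means activation above the run's mean over test compounds plus 3 SD, cut at about 23% in these data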;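 further: signal is peak over basal fluorescence ratio across the kinetic read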
M4 PAM: human M4 muscarinic receptor positive allosteric modulators, primary screen, CHO-K1 cells, Fluo-8 calcium fluorescence; Muscarinic acetylcholine receptor M4 (Homo sapiens), P08173; CHO-K1 hM4/Gqi5, ACh EC20; 0% = ACh EC20, 100% = maximal ACh; AID 624126, 2012; activation, % at 3 µM; 360,000 compounds, 0.4% hits;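 active means activation above its plate's cutoff, the mean activation of sample wells plus 3 SD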; further: some results filed as inactive read as strong as hits
Target sequence (P08173 whole entry, looked up): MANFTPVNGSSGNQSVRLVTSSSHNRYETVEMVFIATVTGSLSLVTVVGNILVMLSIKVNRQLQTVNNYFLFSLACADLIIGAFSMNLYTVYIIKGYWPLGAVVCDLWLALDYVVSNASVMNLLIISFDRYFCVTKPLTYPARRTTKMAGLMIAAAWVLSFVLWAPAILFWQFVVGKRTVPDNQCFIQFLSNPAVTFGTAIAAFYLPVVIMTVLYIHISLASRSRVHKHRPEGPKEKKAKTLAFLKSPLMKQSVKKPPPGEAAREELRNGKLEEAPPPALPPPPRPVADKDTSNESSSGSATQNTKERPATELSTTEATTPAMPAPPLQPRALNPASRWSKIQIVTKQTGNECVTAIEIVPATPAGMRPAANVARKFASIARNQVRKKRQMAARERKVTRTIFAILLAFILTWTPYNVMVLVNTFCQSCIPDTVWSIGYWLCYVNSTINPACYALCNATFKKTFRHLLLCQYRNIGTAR
TAAR1 agonist: human TAAR1 agonists, primary screen, Fluo-8 calcium fluorescence, CHO RD-HGA16 cells. Trace amine-associated receptor 1 (Homo sapiens), Q96RJ0. vehicle wells 0%, saturating PEA agonist 100%. activation, % at 3 µM. 360,000 compounds, 0.99% hits. AID 624467, 2012;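 active means activation above the mean activation of all test compounds in the run plus 3 SD, cut at about 38% in these data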
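test system = CHO RD-HGA16 cells carrying human TAAR1 plus Gα16 | schedule = 17-24 h seeding, 75 min 37 °C dye, 30 min RT | compound dosing = 3 µM single concentration | control set = DMSO and PEA EC100 | replicates = n 1 | signal = Fluo-8 fluorescence, 5 s baseline then 140 s kinetic read | measure = percent activation vs PEA EC100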
An asterisk follows results filed as active; / = not tested or not shown.

compound	CHRM5 PAM	M5 antag	CRFR2-BP antag	CRFBP-R2 agonist	TAAR1 antagonist	M1 PAM parental	M5 ag	M4 PAM	TAAR1 agonist
c1ccc(Cn2nnnc2C(c2cccs2)N2CCSCC2)cc1 (stereo unspecified)	0.9	-2.9	-8.6	-2.6	-0.5	-7.7	-6.4	0.3	2.6
O=C(COc1ccc2c(c1)oc(=O)c1ccccc12)NCC1CCC(C(=O)O)CC1 (stereo unspecified)	-0.7	6.6	-9.9	-0.6	-4.4	11.7	0.1	-0.1	2.3
COc1ccc(NC(=O)CCS(=O)(=O)c2cc3c(cc2C)NC(=O)CO3)cc1	-9.7	1.9	21.0	-0.5	-32.8	0.3	-0.2	6.8	8.9
N/C(Cc1ccc([N+](=O)[O-])cc1)=N\OC(=O)Cc1ccc(Cl)cc1	-7.6	12.3	39.6	-2.4	-10.3	16.7	-2.0	-3.2	12.9
COc1ccc2c(c1)CO[C@@]21O[C@H](CCO)C[C@H](O)[C@H]1O	4.1	-0.8	/	/	-4.5	4.1	3.1	4.0	0.3
CCOC(=O)C1(Cc2ccccc2)CCN(Cc2ccc(COC)o2)CC1	-8.5	1.8	5.2	1.9	9.3	24.1	-3.2	-7.3	2.4
COc1ccc(-c2nc(/C=C3\C(C)=Nc4ccccc43)c(O)o2)cc1	-0.5	8.3	-19.8	22.7	33.5	-4.8	-0.9	-9.9	4.0
CCOC(=O)Cc1csc(NC(=O)CSc2nnc(C(C)C)n2C)n1	-4.5	-2.4	-6.7	-0.2	14.7	11.5	0.4	-3.2	9.4
CCSC1=N/C(=C\c2ccc3c(c2)OCO3)C(=O)S1	-2.9	1.4	-24.9	3.9	10.7	2.6	-0.8	-7.0	8.3
COc1ccc(CNC(=O)CN(C)S(=O)(=O)c2ccccc2)cc1	2.3	2.6	-4.7	0.6	-3.6	8.6	3.0	5.9	5.1
CCOC(=O)C1(Cc2cccc(F)c2)CCN(Cc2cnc(C)s2)CC1	7.3	13.8	20.8	0.8	5.2	9.9	-1.6	-3.2	8.8
O=C(O)c1ccc(-n2cccn2)c([N+](=O)[O-])c1	16.8	2.1	4.8	-0.3	-6.2	-3.3	4.9	20.4	4.3
COc1ccccc1N1CCN(CCOc2c(OC)cccc2OC)CC1	-6.1	2.4	-3.2	-0.1	9.4	-5.7	2.0	0.8	1.6
CNCC(=O)Nc1ccc(Cl)c(C(F)(F)F)c1	-5.5	7.5	-6.0	0.0	-9.5	-2.8	7.1	15.2	8.2
COc1ccc(C2CC(c3ccccc3OC(=O)/C=C/c3ccccc3)=NN2C(C)=O)cc1 (stereo unspecified)	-3.9	2.6	-5.1	1.5	11.5	22.0	-0.1	-17.5	1.6
CCCN1C2CCCC1CC(NC(=O)c1ccccc1F)C2 (stereo unspecified)	-1.6	-0.1	-24.5	0.9	1.2	-8.0	-7.8	0.3	-0.1
Cc1cccc(OCC(=O)Nc2cc(C)ccc2O)c1	-5.3	-0.9	16.5	-1.6	31.8	11.1	-0.5	-4.0	2.5
CCCN(CC(=O)Nc1ccc(C(N)=O)cc1)CC(=O)Nc1ccc(Cl)cc1Cl	-0.4	4.0	-3.2	-0.6	-1.2	8.6	2.9	-5.7	7.0
COc1ccc(N2Cc3ccccc3C2=O)cc1	5.2	5.3	13.4	-0.6	-18.9	8.0	-5.7	0.8	-0.8
CCOC(=O)c1sc2nc(SCC#N)n(CC3CCCO3)c(=O)c2c1C (stereo unspecified)	-2.3	4.9	11.0	-1.5	3.5	9.5	-2.4	9.7	4.6
Cc1cccc(-c2n[nH]c(=S)n2/N=C/c2ccc(C)s2)c1	-14.1	7.2	4.7	0.3	-4.9	22.2	-8.0	-32.9	-0.2
COc1ccc(/C=C/C(=O)N(C)CC(=O)Nc2cccc(F)c2)cc1S(=O)(=O)N1CCCCC1	0.7	3.0	-12.2	0.3	-3.6	3.3	-0.5	6.5	-1.2
Cc1cc(OCC(=O)NCc2ccncc2)c2c(C)c(C)c(=O)oc2c1	-1.4	2.4	-2.0	1.7	0.1	2.6	-0.9	-3.4	-1.5
O=C(COc1ccc(Cl)cc1)NNC(=O)c1cccnc1	-3.4	-10.4	7.6	-1.7	-2.5	26.6	-2.2	7.6	11.2
CN(C(=S)NC(=O)c1ccccc1Br)C1CCCCC1	-5.4	-1.7	-21.8	-3.2	/	0.8	-5.0	1.9	/

Record cards, as listed above. Values in the order: CHRM5 PAM, M5 antag, CRFR2-BP antag, CRFBP-R2 agonist, TAAR1 antagonist, M1 PAM parental, M5 ag, M4 PAM, TAAR1 agonist
`CCCN(CC(=O)Nc1ccc(C(N)=O)cc1)CC(=O)Nc1ccc(Cl)cc1Cl` in the list: -0.4, 4.0, -3.2, -0.6, -1.2, 8.6, 2.9, -5.7, 7.0
`Cc1cccc(-c2n[nH]c(=S)n2/N=C/c2ccc(C)s2)c1` in the list: -14.1, 7.2, 4.7, 0.3, -4.9, 22.2, -8.0, -32.9, -0.2
`CCOC(=O)C1(Cc2cccc(F)c2)CCN(Cc2cnc(C)s2)CC1` in the list: 7.3, 13.8, 20.8, 0.8, 5.2, 9.9, -1.6, -3.2, 8.8

(listing goes on)
compound	CHRM5 PAM	M5 antag	CRFR2-BP antag	CRFBP-R2 agonist	TAAR1 antagonist	M1 PAM parental	M5 ag	M4 PAM	TAAR1 agonist
Cc1c(NC(=O)C23CC4CC(CC(C)(C4)C2)C3)c(=O)n(-c2ccccc2)n1C	-6.0	3.2	-24.3	0.8	-11.6	4.6	0.0	1.6	8.1
O=C(Nc1ccc(Cl)cn1)c1cccc(F)c1	12.1	0.1	-2.8	0.1	-21.1	16.4	-2.2	5.1	2.5
COC(=O)[C@]1(Cc2ccccc2)N[C@H](CN(C)C(=O)Nc2ccccc2)[C@@H]2C(=O)N(Cc3ccccc3)C(=O)[C@@H]21	1.3	-12.1	12.0	-1.2	-11.6	-0.1	-0.6	-3.3	-0.3
Cc1ccc(NC(=O)COc2ccccc2C(=O)Nc2ccccc2)cc1Cl	4.9	-2.0	-6.2	-0.3	-17.7	-13.4	0.1	0.0	13.5
COc1ccc(OCCn2cnc(Cl)c2Cl)cc1	-1.3	16.2	14.4	-0.1	-5.9	14.8	-5.3	3.0	-0.9
OCc1ncc(-c2ccccc2)s1	-6.4	5.6	13.2	-0.3	5.0	-0.3	0.4	0.1	-1.5
Cn1c(/C(C#N)=C/C2CC=CCC2)nc2ccccc21 (stereo unspecified)	2.4	-5.9	7.6	-0.1	-19.5	19.8	1.1	15.3	-4.5
CCOc1ccc(S(=O)(=O)N(C)c2ccc(OCC(=O)Nc3ccccc3F)cc2)cc1	-14.1	6.1	5.3	-0.3	14.2	-0.1	2.8	-1.8	1.8
COc1ccc(CC2(CO)CCN(CC3=CC[C@H]4C[C@@H]3C4(C)C)CC2)cc1	0.7	6.7	-7.3	0.5	-6.1	-6.3	-3.2	-18.0	2.0
Cc1ccc(C)c(C(=O)COC(=O)c2ccccc2N2C(=O)C3C4CCC(C4)C3C2=O)c1 (stereo unspecified)	-13.3	11.4	-2.5	-1.1	31.0	19.9	-1.6	-13.5	6.6
CC(/C=C/C=C/c1ccccc1)=N/NC(=O)CNc1ccccc1C	-2.0	3.1	-8.8	2.3	-13.6	22.9	-0.7	4.5	0.4
COc1ccccc1NS(=O)(=O)c1ccc(O)c(C(=O)OCc2cccc([N+](=O)[O-])c2)c1	-2.4	1.3	9.2	-4.3	4.3	4.3	1.7	-5.8	17.5
O=C(COC(=O)c1cc(-c2ccccc2Cl)nc2ccccc12)Nc1ncc(C(F)(F)F)cc1Cl	2.4	0.2	-6.7	2.7	-5.1	24.8	-0.4	2.2	0.5
CCc1ccc(OCC(=O)N(C)C2CCS(=O)(=O)C2)cc1 (stereo unspecified)	9.9	-12.1	3.7	-0.7	11.4	19.1	-6.4	-1.3	11.7
O=C(CC12CC3CC(CC(C3)C1)C2)NC(=S)NCc1ccccc1	-4.0	4.0	-49.0	3.4	-13.6	-3.1	-1.6	8.5	0.0
CCOC(=O)C(=CNc1ccc(Cl)cn1)C(=O)OCC	4.6	11.2	11.3	0.7	-70.5	6.3	6.5	9.1	-2.0
CCCCOc1ccc(C(=O)NCC(=O)NNC(=O)C2COc3ccccc3O2)cc1 (stereo unspecified)	-5.1	-2.0	9.6	2.3	-8.8	7.5	-2.8	2.9	-3.7
N#Cc1ccccc1S(=O)(=O)N1CCN(C(=O)c2cc3c(s2)CCC3)CC1	-0.2	-2.8	-14.1	-3.6	-6.5	-23.9	-0.6	6.7	2.6
O=C1C2C(C(=O)N1/N=C/c1cc(Br)cc([N+](=O)[O-])c1O)C1C=CC2C12CC2 (stereo unspecified)	3.7	2.2	41.5	6.5	-21.9	-5.2	3.5	1.2	0.1
CC(Oc1ccc2c3c(c(=O)oc2c1)CCC3)C(=O)NC1CCN(Cc2ccccc2)CC1 (stereo unspecified)	2.1	7.9	-25.7	2.2	-28.4	5.9	-5.8	-6.8	2.0
Cc1ccc2oc(C(=O)N3CCCCCC3)c(C)c2c1	1.5	3.1	-12.5	2.7	-3.2	5.8	0.6	-0.6	0.8
COc1cccc(CNC(=O)CCn2ccc3cc(S(=O)(=O)N4CCCC4)ccc32)c1	-1.1	8.8	-6.4	0.3	-8.8	0.5	-3.7	2.7	0.7
O=C(O)CNC(=O)c1ccc(S(=O)(=O)N2CCOCC2)cc1	-9.9	8.2	5.9	0.1	1.4	18.6	-0.9	1.4	6.5
Cc1ccc(-n2nnnc2SCC(=O)c2cc(C)n(CC3CCCO3)c2C)cc1 (stereo unspecified)	-2.3	5.4	-61.8	1.1	-7.5	1.9	0.5	-10.8	16.9
Clc1cccc(Cc2c(-c3cccc(Cl)c3)nc3ccc(Br)cn23)c1	-1.7	3.4	/	/	1.1	14.4	-0.3	-3.3	3.2
CCOC(=O)CN(Cc1ccc(OC)c(OC)c1)S(=O)(=O)c1ccc(OC)cc1	-3.4	3.6	12.2	-0.5	0.1	9.8	3.3	1.9	11.7
Cc1ccccc1OCC(=O)OCC(=O)Nc1ccc(N2CCOCC2)cc1	-4.8	5.7	3.0	0.1	-8.2	12.6	-2.0	-6.4	11.2

From PubChem
